# mIAP inh – blocks mouse intestinal alkaline phosphatase | purified mouse IAP, CDP-Star luminescence, 30 min | inhibition, % at 10 µM | hit rate 0.2% among 330,000 | AID 2806;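 active means inhibition of at least 40% at 10 µM in the primary screen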;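 further: plate controls were DMSO with enzyme for no effect and no enzyme wells for full effect; values of inactives mirror those of a sister screen read the other way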
# MIN6 prolif – induces beta-cell replication in MIN6 cells; MIN6 cells proliferation, ATPlite luminescence, 48 h; cells starved in 0.2% serum; 100% = growth in 10% serum; proliferation, % at 10 µM; hit rate 0.29% among 330,000; AID 2380;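 active means compounds whose signal lies at least 3.5 SD above the mean of all wells on their plate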;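 further: 0% = DMSO-treated cells in low-serum medium and 100% = 10% serum control; some compounds called inactive have numbers as strong as hits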
# A3A deaminase – human APOBEC3A DNA deaminase inhibition; inhibition, % at 20 µM; recombinant A3A, FAM/TAMRA ssDNA deamination fluorescence; hit rate 0.41% among 330,000; AID 493011; P31941;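 active means at least 40% inhibition at 20 µM here, with at most 30% in a related deaminase screen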;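 further: plate controls were A3A with DMSO for no effect and wells lacking A3A enzyme for full effect; some results filed as inactive read as strong as hits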
# Target sequence (P31941 whole entry, looked up): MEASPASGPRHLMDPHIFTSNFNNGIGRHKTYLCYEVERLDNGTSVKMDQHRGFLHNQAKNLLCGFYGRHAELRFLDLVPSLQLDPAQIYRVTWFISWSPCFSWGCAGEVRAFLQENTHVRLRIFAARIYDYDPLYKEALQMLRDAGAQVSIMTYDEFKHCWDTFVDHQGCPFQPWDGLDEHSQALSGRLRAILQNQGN
# tim10-1 inh – tim10-1 yeast growth inhibition; AID 463190; hit rate 2.2% among 330,000; S. cerevisiae tim10-1 ts strain growth, BacTiter-Glo, 24 h; inhibition, % at 20 µM;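 active means inhibition of at least 40%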;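 further: mutant grown at 25 °C; 0% = DMSO wells with yeast and 100% = wells holding no yeast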
# NALP3 yeast inh – NALP3 inhibition in yeast | Yeast reconstituted NLRP3/ASC/caspase-1, beta-gal luminescence, 24 h | inhibition, % at 10 µM | hit rate 0.39% among 330,000 | AID 2825;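 active means inhibition of 50% or more; inactive means inhibition below 50%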;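 further: plate controls were induced DMSO wells for no effect and uninduced yeast grown without galactose for full effect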
# TIM10 inh – TIM10 yeast growth inhibition; hit rate 1.4% among 330,000; AID 463195; inhibition, % at 10 µM; S. cerevisiae TIM10 strain growth, BacTiter-Glo luminescence, 24 h;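 active means inhibition of 40% or more at the single tested concentration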;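 further: wild-type TIM10 isogenic control strain grown at permissive 25 °C; 0% = DMSO yeast wells and 100% = minimal medium wells without yeast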
# hIAP block – blocks human intestinal alkaline phosphatase; hit rate 0.12% among 330,000; purified IAP, CDP-Star luminescence, 30 min; inhibition, % at 10 µM; P09923;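 active means inhibition reaching a set limit with compound at 10 µM in the primary screen, cut at about 35% in these data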;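 further: plate controls were DMSO wells with enzyme for no effect and no-enzyme buffer wells for full effect; values of inactives mirror those of a sister screen read the other way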
# Target sequence (P09923 whole entry, looked up): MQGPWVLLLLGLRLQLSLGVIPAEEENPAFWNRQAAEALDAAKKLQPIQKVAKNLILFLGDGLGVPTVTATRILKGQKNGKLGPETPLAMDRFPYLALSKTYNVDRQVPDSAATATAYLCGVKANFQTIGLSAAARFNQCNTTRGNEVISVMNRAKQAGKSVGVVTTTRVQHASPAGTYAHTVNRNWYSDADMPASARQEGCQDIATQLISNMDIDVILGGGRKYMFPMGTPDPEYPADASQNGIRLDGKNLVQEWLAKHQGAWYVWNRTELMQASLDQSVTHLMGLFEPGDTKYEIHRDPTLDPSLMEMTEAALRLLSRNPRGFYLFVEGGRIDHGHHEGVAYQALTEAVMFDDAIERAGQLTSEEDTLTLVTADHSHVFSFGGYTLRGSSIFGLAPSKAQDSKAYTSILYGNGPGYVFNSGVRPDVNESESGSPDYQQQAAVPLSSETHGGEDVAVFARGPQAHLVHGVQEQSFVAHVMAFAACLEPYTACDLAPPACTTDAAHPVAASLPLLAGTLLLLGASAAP
# mIAP activ – mouse IAP activation | muIAP, CDP-Star luminescence, 30 min; hits give high values; 1 = vehicle-only enzyme signal, 0 = enzyme-free wells | activation factor at 10 µM | hit rate 0.24% among 330,000;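 active means activation factor of at least 2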; further: the source names both 10 and 20 µM as test concentration; values of inactives mirror those of a sister screen read the other way
#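 Assay system: mouse IAP enzyme; reagent: chemiluminescent substrate CDP-Star; dosing: test compounds delivered from DMSO solution; schedule: 30 min at room temperature; measured by: luminescence from enzymatic CDP-Star hydrolysis; controls: DMSO-only wells and no-enzyme negative control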
# APOBEC3G inh – blocks human APOBEC3G single-stranded DNA deamination; recombinant A3G, ssDNA deamination FAM/TAMRA fluorescence; inhibition, % at 20 µM; hit rate 0.28% among 330,000;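 active means inhibition of at least 40% at 20 µM, with no more than 30% in the related APOBEC3A deaminase screen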;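 further: plate controls were DMSO wells with A3G for no effect and wells lacking A3G enzyme for full effect; some compounds called inactive have numbers as strong as hits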
# Target sequence (Q9HC16 whole entry, looked up): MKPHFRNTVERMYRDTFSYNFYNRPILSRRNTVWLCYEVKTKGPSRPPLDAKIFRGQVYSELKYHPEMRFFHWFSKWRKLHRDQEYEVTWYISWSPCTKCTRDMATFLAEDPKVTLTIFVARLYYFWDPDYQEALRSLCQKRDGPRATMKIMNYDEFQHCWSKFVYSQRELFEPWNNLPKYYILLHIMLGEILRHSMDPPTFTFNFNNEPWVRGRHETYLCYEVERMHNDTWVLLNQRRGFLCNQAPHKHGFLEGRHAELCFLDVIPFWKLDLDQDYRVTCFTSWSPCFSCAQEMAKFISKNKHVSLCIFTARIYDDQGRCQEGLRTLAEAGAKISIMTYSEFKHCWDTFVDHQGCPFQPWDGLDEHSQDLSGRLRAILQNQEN
# * hit, by the source's call.
1. Cc1ccccc1NC(=O)c1cc(S(=O)(=O)N2CCOCC2)cn1C
2. Nc1c(C(=O)Nc2ccc(Cl)c(Cl)c2)sc2nc(-c3cccnc3)ccc12
3. Cc1ccsc1C(=O)Nc1cc(C(C)(C)C)nn1-c1ccccc1
4. CC(C)(C)OC(=O)N1CCC(C(=O)Nc2cccc(C(=O)N3CCOCC3)c2)CC1
5. N#Cc1nc(-c2cccs2)oc1NCc1ccccc1Cl
6. Cc1ccc(NC(=O)CN2CCCC2)cc1Br
7. COc1ccc(C(O)Cn2ccsc2=NC(C)=O)cc1 (stereo not given)
8. CCCCOc1cc(C)nc(NCc2ccccc2)n1

assay / entry	1	2	3	4	5	6	7	8
MIN6 prolif	-1	-1	2	-1	-3	-4	-3	-2
mIAP inh	-2	-14	-9	1	-10	1	3	-17
mIAP activ	1	1.1	1.1	0.99	1.1	0.99	0.97	1.2
TIM10 inh	-5	-2	4	-4	14	-11	15	5
hIAP block	4	-13	8	13	-5	-8	2	-7
tim10-1 inh	-14	6	36	10	38	4	-12	20
APOBEC3G inh	-6	-8	1	-8	-9	-5	-4	10
A3A deaminase	1	-1	0	-7	-3	-3	-2	4
NALP3 yeast inh	0	7	16	-4	18	19	22	-15

9. CS(=O)(=O)c1ccccc1-c1nc(-c2cc(C(F)(F)F)cc(C(F)(F)F)c2)no1
10. COc1cccc(-n2c(SCC(=O)NC(C)(C)C)nnc2-c2ccoc2C)c1
11. CCOc1ccc(NC(=O)CN(C)C(=O)c2ccc(N3CCCCC3)c([N+](=O)[O-])c2)cc1OCC
12. COc1ccc2c(CC(=O)N[C@@H](Cc3c[nH]c4ccccc34)C(=O)O)cc(=O)oc2c1
13. O=C(COC(=O)c1ccc(F)cc1F)c1ccc[nH]1
14. COc1cc(NC(=O)NCC2CCN(Cc3ccccc3C)CC2)cc(OC)c1OC
15. COC(=O)C1=C(C(=O)OC)[C@@H]2N(Cc3ccccc3)c3ccccc3[C@@]23C[C@@H](C(=O)OC)N(C(=O)CC(C)C)C3=N1
16. CCC(C)[C@H](NC(=O)Nc1ccc(S(N)(=O)=O)cc1)C(=O)O (stereo not given in full)

assay / entry	9	10	11	12	13	14	15	16
MIN6 prolif	-1	0	4	0	-5	-3	-6	-3
mIAP inh	8	14	5	-3	-2	-253	10	-10
mIAP activ	0.92	0.85	0.95	1	1	3.5*	0.9	1.1
TIM10 inh	8	-4	-3	-4	6	8	16	6
hIAP block	-9	-12	14	-27	-3	-141	2	-8
tim10-1 inh	-2	31	-5	5	5	6	12	-1
APOBEC3G inh	-3	2	-7	-10	-5	-5	-1	-8
A3A deaminase	0	5	4	-9	-2	-3	2	0
NALP3 yeast inh	4	16	15	-9	3	11	23	-1

17. O=C(CNC(=O)c1ccc(Cl)cc1)OCCN1C(=O)c2ccccc2C1=O
18. O=C(COc1ccc(=O)n(-c2ccccc2)n1)Nc1ccccc1
19. O=C(CCN1C(=O)c2ccccc2S1(=O)=O)NCc1ccco1
20. O=C(Cc1cccc(C(F)(F)F)c1)OCC(=O)N1CCN(S(=O)(=O)c2ccc(Cl)cc2)CC1
21. C[C@H](NC(CCc1ccccc1)C(=O)O)C(=O)N1CCC[C@H]1C(=O)O (stereo not given in full)
22. Cc1cccc(C)c1N=C1NN=C(c2ccccc2F)CS1
23. Cc1ccccc1CC(=O)Nc1ccc(S(=O)(=O)N2CCN(C)CC2)cc1
24. Cc1ccc(N(C(=O)CNC(=O)c2ccco2)C(C(=O)NCC2CCCO2)c2ccccc2)cc1 (stereo not given)

assay / entry	17	18	19	20	21	22	23	24
MIN6 prolif	-2	-4	1	-6	-4	-6	1	-1
mIAP inh	3	3	4	9	-4	8	-10	-1
mIAP activ	0.97	0.97	0.95	0.91	1	0.92	1.1	1
TIM10 inh	-26	4	7	8	8	31	11	17
hIAP block	13	-6	-3	-7	-28	12	-15	3
tim10-1 inh	-24	6	5	47*	-2	25	16	11
APOBEC3G inh	-7	-5	-2	9	-6	-11	4	-3
A3A deaminase	0	-6	0	-4	1	-5	8	-3
NALP3 yeast inh	6	7	13	8	3	6	3	-4

# Whole records, looked up by structure. Screens in order: MIN6 prolif, mIAP inh, mIAP activ, TIM10 inh, hIAP block, tim10-1 inh, APOBEC3G inh, A3A deaminase, NALP3 yeast inh
# C[C@H](NC(CCc1ccccc1)C(=O)O)C(=O)N1CCC[C@H]1C(=O)O (stereo not given in full) across the screens: -4, -4, 1, 8, -28, -2, -6, 1, 3
# Cc1ccc(N(C(=O)CNC(=O)c2ccco2)C(C(=O)NCC2CCCO2)c2ccccc2)cc1 (stereo not given) across the screens: -1, -1, 1, 17, 3, 11, -3, -3, -4
# COC(=O)C1=C(C(=O)OC)[C@@H]2N(Cc3ccccc3)c3ccccc3[C@@]23C[C@@H](C(=O)OC)N(C(=O)CC(C)C)C3=N1 across the screens: -6, 10, 0.9, 16, 2, 12, -1, 2, 23
# O=C(CCN1C(=O)c2ccccc2S1(=O)=O)NCc1ccco1 across the screens: 1, 4, 0.95, 7, -3, 5, -2, 0, 13
# COc1ccc2c(CC(=O)N[C@@H](Cc3c[nH]c4ccccc34)C(=O)O)cc(=O)oc2c1 across the screens: 0, -3, 1, -4, -27, 5, -10, -9, -9

# Ordered by value in mIAP inh (lowest first): 3 from the list above
cpd	Structure	mIAP inh
23	Cc1ccccc1CC(=O)Nc1ccc(S(=O)(=O)N2CCN(C)CC2)cc1	-10
17	O=C(CNC(=O)c1ccc(Cl)cc1)OCCN1C(=O)c2ccccc2C1=O	3
19	O=C(CCN1C(=O)c2ccccc2S1(=O)=O)NCc1ccco1	4

# (cont.)
25. COc1ccccc1C(=O)NCC(=O)NC(C)CCc1ccccc1 (stereo not given)
26. O=C(Nc1cccnc1)C1OCCc2ccccc21 (stereo not given)
27. COC1=C(c2ccccc2)C(=O)c2ccccc2C1=O
28. COC(=O)C1=C(C)N(Cc2ccccc2)C(=NCCCCO)N[C@H]1c1cccc(C(F)(F)F)c1
29. CCN(CC)Cc1c(O)ccc2c1O/C(=C\C=C\c1ccccc1)C2=O
30. O=C(OCc1ccccc1)N1CCOCCN(C(=O)OCc2ccccc2)CCOCC1
31. COc1cccc2cc(C(=O)NCCc3c[nH]c4ccccc34)c(=O)oc12
32. CCc1ccc(/C=N\NC(=O)c2ccc(Br)o2)s1

assay / entry	25	26	27	28	29	30	31	32
MIN6 prolif	4	1	-4	-5	-6	1	6	0
mIAP inh	9	6	0	-8	7	-2	17	1
mIAP activ	0.91	0.94	1	1.1	0.93	1	0.83	0.99
TIM10 inh	5	-3	89*	-4	8	31	19	8
hIAP block	-21	-10	-3	-12	-22	1	-2	3
tim10-1 inh	5	-11	80*	-7	24	30	28	-34
APOBEC3G inh	-3	-5	-4	9	0	-5	-9	-5
A3A deaminase	-2	-5	-2	44*	-9	-1	-5	-2
NALP3 yeast inh	1	20	-21	5	23	6	7	27

33. CC1=C(C(=O)Nc2ccccc2)C(c2coc3ccccc3c2=O)C2=C(CCCC2=O)N1 (stereo not given)
34. COc1cc(CNc2nnnn2C)ccc1OCc1ccc(F)cc1Cl
35. O=C(Cn1cc(C(F)(F)F)ccc1=O)NCc1ccc(F)cc1
36. CCN1CCN(c2ccc(NC(=O)CCc3c(C)nc4c(-c5ccccc5)c(C)nn4c3C)cc2)CC1
37. CCCCSc1nc2c(cnn2-c2ccc(Cl)cc2)c(=O)[nH]1
38. COCCN(C(=O)CCC(=O)Nc1nccs1)C(C(=O)NC(C)(C)C)c1ccc(Cl)cc1 (stereo not given)
39. Cc1cccc(C)c1NC(=O)NC1(C(=O)N2CCCC2)CCCCC1
40. O=c1cc(CSc2ccc(Cl)cc2)nc2nc[nH]n12

assay / entry	33	34	35	36	37	38	39	40
MIN6 prolif	0	2	0	-6	4	6	-2	1
mIAP inh	2	-2	8	-5	12	1	6	-9
mIAP activ	0.98	1	0.92	1	0.88	0.99	0.94	1.1
TIM10 inh	16	5	1	-17	12	9	7	5
hIAP block	11	0	3	11	6	-5	6	-13
tim10-1 inh	18	12	-19	-13	13	17	-4	1
APOBEC3G inh	-5	-8	-6	-6	0	-2	-12	-11
A3A deaminase	1	-3	-2	-1	1	-4	-4	-6
NALP3 yeast inh	16	-5	5	23	4	17	18	15

41. COc1ccc(C(=O)O/N=C(\N)c2ccc(Br)cc2)cc1
42. COc1ccccc1N1CCN(C(=O)c2cn(-c3ccccc3)nc2-c2cccnc2)CC1
43. CC(NC(=O)COC(=O)/C=C/c1cccc(C(F)(F)F)c1)c1ccccc1 (stereo not given)
44. N/C(Cc1ccc([N+](=O)[O-])cc1)=N\OC(=O)COc1cccc2ccccc12
45. COc1ccccc1CNC(=O)C1CC(=O)N(C2CCCC2)C1 (stereo not given)
46. COc1cccc(N2CCN(S(=O)(=O)c3cn(C)cn3)CC2)c1
47. CCc1cccc(C)c1NC(=O)c1ccccc1
48. Cc1nn(-c2ccccc2)c(C)c1C(=O)OC/C(O)=C(\C#N)c1nc2ccccc2[nH]1

assay / entry	41	42	43	44	45	46	47	48
MIN6 prolif	-2	-4	1	-2	-4	0	-4	2
mIAP inh	3	-12	6	10	0	-2	2	12
mIAP activ	0.97	1.1	0.94	0.9	0.99	1	0.98	0.88
TIM10 inh	39	16	-11	76*	7	0	15	13
hIAP block	14	-11	-9	20	-5	8	23	-6
tim10-1 inh	43*	13	19	64*	1	-27	12	15
APOBEC3G inh	-1	3	-6	-3	-5	-2	7	-1
A3A deaminase	1	1	1	3	0	-2	-2	-1
NALP3 yeast inh	35	15	-8	10	19	-7	-2	-13

49. Cc1cc(NC(=O)C2CCN(S(=O)(=O)c3c(C)noc3C)CC2)ccc1Br
50. Cc1ccc(CN2C(=O)CCC2C(=O)NCCN(CC(C)C)CC(C)C)cc1 (stereo not given)
51. Cc1nc(-c2ccccc2)sc1C(=O)CSc1ccc(Br)cc1
52. Fc1ccc2c(c1)c1n[nH]c(=S)nc1n2CCc1ccccc1
53. O=C(CN1CCN(c2ccc(O)cc2)CC1)Nc1cc(S(=O)(=O)N2CCOCC2)ccc1Cl
54. Cc1cccc(-c2n[nH]c(=S)n2-c2ccccc2)c1[N+](=O)[O-]
55. Cc1c(/C=N\NC(=O)C2(C)CC2(Cl)Cl)cnn1C (stereo not given)
56. CCc1ccc(NC(=O)N(Cc2ccco2)C(C)c2cccs2)cc1 (stereo not given)

assay / entry	49	50	51	52	53	54	55	56
MIN6 prolif	-6	2	-3	-4	-3	0	1	-3
mIAP inh	-58	-10	16	7	9	2	-2	-7
mIAP activ	1.6	1.1	0.83	0.93	0.91	0.98	1	1.1
TIM10 inh	7	-8	-1	27	4	3	2	21
hIAP block	-28	-13	1	11	3	-1	6	-2
tim10-1 inh	7	9	17	22	15	19	6	42*
APOBEC3G inh	4	4	-9	-6	14	21	1	-5
A3A deaminase	-2	-4	-5	-2	2	3	0	-4
NALP3 yeast inh	7	15	12	14	-3	10	0	-4

57. NC(=O)c1cc(S(=O)(=O)NCCc2ccccc2)cs1
58. CCCCCOc1ccc(C(=O)CCC(=O)Nc2ccc(NC(C)=O)cc2)cc1
59. COc1cc(/C=N/NC(N)=O)ccc1OC(=O)c1cccs1
60. COc1cccc(N/C=C/C(=O)c2ccc(OC)c(OC)c2)c1
61. COc1ccc(NC(=O)CCc2ccccc2)cc1NC(=O)c1ccco1

assay / entry	57	58	59	60	61
MIN6 prolif	1	-2	-1	-4	-1
mIAP inh	-1	3	8	9	11
mIAP activ	1	0.97	0.92	0.91	0.89
TIM10 inh	-3	9	21	8	9
hIAP block	-2	-2	6	-11	21
tim10-1 inh	-9	2	13	-5	7
APOBEC3G inh	-3	-7	-6	-9	-7
A3A deaminase	0	-2	0	-3	-3
NALP3 yeast inh	3	13	-6	16	15

# Screens deposited in PubChem BioAssay by Sanford-Burnham Center for Chemical Genomics.
